Compound activity from PubChem BioAssay.
RGS4-Gao reg: modulators of RGS4 binding to Galphao, primary screen, biochemical, multiplexed bead flow cytometry | binding response (% of control), % at 10 µM | actives lie on both sides | 220,000 tested, 0.33% active | Guanine nucleotide-binding protein G(o) subunit alpha (Homo sapiens), P09471 | AID 1415, 2008; in the data active = binding response below about 49% or above about 150%; inactive = in between;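 also: fluorescent Galphao activated with aluminum fluoride binding bead-coupled RGS4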
GSH bead fluor: compound fluorescence on glutathione beads, profiling panel, artefact control, biophysical, 488/530 nm, flow cytometry; GSH beads flow cytometry, compound fluorescence 488/530 nm; hits give high values; fluorescence (KMESF) at 10 µM; 190,000 tested, 0.25% active; AID 1776, 2009; in the data active = fluorescence above about 89;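 also: glutathione beads carrying GST-tagged Bcl family fusion proteins plus one bare bead set; values are compound well signal with DMSO vehicle wells as background; inactives centre near 16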
Mcl-1 Bim block: inhibitors of Bim peptide binding to Mcl-1, primary screen, biochemical, bead-based flow cytometry, multiplex; 190,000 tested, 0.1% active; Bim peptide-Mcl-1 binding; inhibition, % at 10 µM; Induced myeloid leukemia cell differentiation protein Mcl-1 (Homo sapiens), Q07820;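 also: 0% = no compound tracer wells and 100% = peptide blocker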
Target sequence (Q07820 whole entry, looked up): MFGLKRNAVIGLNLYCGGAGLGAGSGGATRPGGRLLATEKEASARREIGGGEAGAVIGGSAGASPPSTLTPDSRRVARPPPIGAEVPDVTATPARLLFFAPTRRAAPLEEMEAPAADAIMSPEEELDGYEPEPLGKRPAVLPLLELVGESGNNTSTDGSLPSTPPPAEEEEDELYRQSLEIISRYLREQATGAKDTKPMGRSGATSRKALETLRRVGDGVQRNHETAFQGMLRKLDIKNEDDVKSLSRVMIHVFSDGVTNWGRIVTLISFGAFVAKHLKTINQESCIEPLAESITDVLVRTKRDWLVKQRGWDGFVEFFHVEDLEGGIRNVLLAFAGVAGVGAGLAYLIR
Mcl1-Bid inh: Mcl-1/Bid binding inhibitors, primary screen, biochemical, TR-FRET, 1536-well. Induced myeloid leukemia cell differentiation protein Mcl-1 (Homo sapiens), Q07820. TR-FRET Mcl-1/Bid-Dy647 peptide binding. inhibition, % at 21.7 µM. 220,000 tested, 0.97% active. AID 1021, 2008;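 active = compounds that cut the binding signal by more than half at the single screening dose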;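 also: His-tagged Mcl-1 with europium anti-His antibody binding Bid BH3 peptide; 0% = Mcl-1 plus peptide wells and 100% = peptide-only wells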
Bim-Bcl-W: inhibitors of Bim binding to Bcl-W, primary screen, biochemical, multiplexed, bead-based flow cytometry; Bim peptide-Bcl-W binding; inhibition, % at 10 µM; 190,000 tested, 0.02% active;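 also: 0% = bound tracer without compound and 100% = peptide blocker; higher means less fluorescent Bim peptide bound to Bcl-W beads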
Target sequence (Q92843 whole entry, looked up): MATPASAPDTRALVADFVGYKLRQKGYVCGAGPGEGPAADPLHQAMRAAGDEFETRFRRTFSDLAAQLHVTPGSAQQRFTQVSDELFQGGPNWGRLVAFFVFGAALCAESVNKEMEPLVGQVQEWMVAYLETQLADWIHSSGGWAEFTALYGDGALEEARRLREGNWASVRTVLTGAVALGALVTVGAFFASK
Bfl-1 Bim block: inhibitors of Bim binding to Bfl-1, primary screen, biochemical, multiplexed, bead-based flow cytometry. Bcl-2-related protein A1 (Homo sapiens), Q16548. Bim-Bfl-1 binding inhibition. inhibition, % at 10 µM. 190,000 tested, 0.12% active. AID 1008, 2008;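 also: 0% = wells without compound plus tracer and 100% = blocker peptide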
Bim-Bcl-B: inhibitors of Bim-Bcl-B binding, primary screen, biochemical, multiplexed, human Bcl-2 family | Bcl-2-like protein 10 (Homo sapiens), Q9HD36 | bead-based flow cytometry, Bim peptide-Bcl-B binding | inhibition, % at 10 µM | 190,000 tested, 0.073% active;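 also: 0% = tracer peptide without compound and 100% = reference inhibitor peptide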
Target sequence (Q9HD36 whole entry, looked up): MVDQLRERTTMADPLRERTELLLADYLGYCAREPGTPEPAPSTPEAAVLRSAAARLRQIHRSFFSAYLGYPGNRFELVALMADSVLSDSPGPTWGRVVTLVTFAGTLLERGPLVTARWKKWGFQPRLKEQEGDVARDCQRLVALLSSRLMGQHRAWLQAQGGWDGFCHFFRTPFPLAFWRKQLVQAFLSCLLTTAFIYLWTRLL
RGS8-Gao: RGS8-Galphao binding modulators, primary screen, biochemical, multiplexed bead flow cytometry. Guanine nucleotide-binding protein G(o) subunit alpha (Homo sapiens), P09471. actives lie on both sides. response (percent of control binding), % at 10 µM. 220,000 tested, 0.34% active. AID 1423, 2008; in the data active = response below about 60% or above about 140%; inactive = in between;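 also: Galphao activated as the GDP aluminium fluoride complex binding bead-coupled RGS8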
Bim-Bcl-2: inhibitors of Bim-Bcl-2 binding, primary screen, biochemical, multiplexed, human Bcl-2 family | Apoptosis regulator Bcl-2 (Homo sapiens), P10415 | Bead-based flow cytometry, Bim peptide-Bcl-2 binding | inhibition, % at 10 µM | 190,000 tested, 0.06% active | AID 950, 2007; in the data active = inhibition above about 40%; inconclusive = no clear call, values can overlap the other calls;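 also: 0% = no compound wells with probe peptide and 100% = reference peptide inhibitor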
Target sequence (P10415 whole entry, looked up): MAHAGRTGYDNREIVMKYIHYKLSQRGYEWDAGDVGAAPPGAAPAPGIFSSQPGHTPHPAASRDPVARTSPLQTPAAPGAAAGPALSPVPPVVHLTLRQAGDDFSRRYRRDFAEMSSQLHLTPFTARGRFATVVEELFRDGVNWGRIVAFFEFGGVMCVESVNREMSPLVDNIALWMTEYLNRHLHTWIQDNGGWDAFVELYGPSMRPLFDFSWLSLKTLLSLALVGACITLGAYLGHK
RGS7-Gao: RGS7-Galphao binding modulators, primary screen, biochemical, multiplexed bead flow cytometry; Guanine nucleotide-binding protein G(o) subunit alpha (Homo sapiens), P09471; actives lie on both sides; binding response (% of control), % at 10 µM; 220,000 tested, 0.35% active; in the data active = binding response below about 49% or above about 150%; inconclusive = no clear call, values can overlap the other calls; inactive = in between;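 also: fluorescent Galphao held in activated GDP-AlF4 state binding bead-coupled RGS7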
Bim-Bcl-XL: inhibitors of Bim-Bcl-XL binding, primary screen, biochemical, multiplexed, bead flow cytometry, human Bcl-XL; Bim peptide-Bcl-XL binding, fluorescence; inhibition, % at 10 µM; 190,000 tested, 0.04% active; AID 1007, 2008
Active calls of the source: *; ? = inconclusive. Rule as the data show it, unless noted: active = inhibition above about 40%.

SMILES	RGS4-Gao reg	GSH bead fluor	Mcl-1 Bim block	Mcl1-Bid inh	Bim-Bcl-W	Bfl-1 Bim block	Bim-Bcl-B	RGS8-Gao	Bim-Bcl-2	RGS7-Gao	Bim-Bcl-XL
CCC(C)NC(=O)CCS(=O)(=O)c1ccc(Br)s1 (stereo not drawn)	103	23	3	-5	4	-5	-4	100	-2	99	0
COc1cc(/C=C2\CCc3ccccc3C2=O)cc(OC)c1OC	100	11	-9	-27	-8	0	-10	102	-3	101	-14
CC(C)CCn1c(S(=O)(=O)O)nc2ccccc21	101	13	0	8	-3	0	0	99	-5	101	-1
Cc1nn(-c2ccc(F)cc2)c(C)c1CN1CCN(CCC(C)C)C(CCO)C1 (stereo not drawn)	108	13	-4	-21	-5	-4	-9	102	1	104	-7
Cc1cc(=O)oc2cc3c(cc12)OCCN3	101	20	-2	-33	2	-3	0	100	-2	100	1
Nc1c(-c2ccccc2)nc(Cl)nc1-c1ccccc1	103	32	-2	-7	-1	-17	-9	104	-10	107	-3
CCOc1ccc(NC(=O)C2CSC(c3ccncc3)=N2)cc1 (stereo not drawn)	114	12	-1	-12	-1	2	-6	109	2	105	-3
O=C(O)CCCn1nc(C(F)(F)F)c2c1CCCCC2	102	19	0	-32	0	0	1	102	2	100	-1
O=C1c2ccccc2C(O)(Cc2ccccc2)N1C1CCCCC1 (stereo not drawn)	101	44	-1	-16	4	-9	-8	97	-7	107	-6
O=C(Cn1nc(Cc2cccnc2)c2ccccc2c1=O)NCCCN1CCCC1=O	98	26	-2	-13	1	-11	-7	101	-6	104	-4
Cc1cc([N+](=O)[O-])c(N2CCC[C@@H]2C(=O)O)c([N+](=O)[O-])c1	100	49	2	-19	4	-6	-5	102	-4	100	-2
Cc1ccc(NC(=O)c2cc(-n3cnnc3)ccc2Cl)cc1	102	22	1	-10	2	2	1	99	10	100	6
COc1ccc(CNC(=O)CSc2nc3ccc(N)cc3s2)cc1	101	8	0	-58	0	-9	-5	102	-3	100	-5
Cn1c(=N)n(CC(O)c2ccco2)c2ccccc21 (stereo not drawn)	99	28	-6	-14	-6	-22	-9	100	-17	100	-7
O=C(Nc1nccs1)C1CCCN(S(=O)(=O)c2cccc3cccnc23)C1 (stereo not drawn)	103	26	1	-7	0	-9	-8	102	-9	105	-2
O=C(OCC(=O)c1ccc[nH]1)c1ccc2ccccc2n1	97	12	-3	-5	0	-7	-6	99	-4	?	-1
Cn1c(NNC(=O)C(c2ccccc2)c2ccccc2)cc(=O)n(C)c1=O	92	17	-2	-52	-2	0	0	78	-4	85	-2
CC1Cc2nc(SCC(=O)N3CCOCC3)n(-c3ccccc3)c(=O)c2S1 (stereo not drawn)	103	15	1	-34	-1	-5	-3	99	-5	101	-1
CC(C)[C@H](NC(=O)c1ccco1)C(=O)OCC(=O)Nc1ccc(F)cc1	100	13	-2	4	-1	3	0	99	0	?	-1
CC(C)CCn1c(N2CCOCC2)nc2c1c(=O)n(CC(N)=O)c(=O)n2C	99	15	1	-19	1	-9	-2	101	-5	99	-3
COc1ccc(S(=O)(=O)N2CCCC2C(=O)Nc2nccs2)cc1 (stereo not drawn)	98	10	0	-6	-2	0	0	99	-4	97	-1
CC1CCN(C(=O)C2CCN(C(=O)c3cc4sccc4n3Cc3ccc(F)cc3)CC2)CC1	106	15	-1	-23	0	-14	-11	104	-13	105	-5
c1cn2cc(-c3ccc4c(c3)OCO4)nc2s1	97	9	-3	-30	1	2	-16	96	0	101	-3
Cc1ccc([N+](=O)[O-])cc1S(=O)(=O)Nc1ccc(N2CCOCC2)cc1	103	12	0	-20	-5	-4	-3	101	-5	?	-5
O=C(NC(=S)Nc1cccc(Cl)c1N1CCCCC1)c1cccs1	102	8	-3	-34	-2	-1	-1	97	-7	102	0
Cc1cc(N=Nc2ccccc2)c(NCC(O)C(O)C(O)CO)cc1C (stereo not drawn)	101	15	-2	-25	-2	-10	-5	101	-1	106	-4
O=C(c1ccc(Cl)cc1)C1CCCN(C(=O)/C=C/c2ccccn2)C1 (stereo not drawn)	102	9	-3	-13	-3	-7	-1	102	-2	98	-3
COCCOC(=O)C1=C(C)NC(=S)NC1/C=C/c1ccccc1 (stereo not drawn)	100	9	-4	-22	-2	0	-15	100	-3	99	-7
COc1ccc(CCNC(=O)c2ccc(NS(=O)(=O)c3c(C)noc3C)cc2)cc1OC	96	31	-5	-6	-1	-22	-9	98	-13	96	-5
O=C(Cn1c(N2CCN(c3ccccc3)CC2)nc2ccccc21)c1ccccc1	101	23	-6	-25	-2	-24	-10	102	-16	100	-14
O=C1CCCN1CN(C(=O)c1ccccc1)c1ccccc1	99	20	0	-14	3	-6	-5	99	-4	?	-1
O=C(NN1CCOCC1)c1cccc(COc2cccc(Br)c2)c1	102	9	0	-9	0	-9	-2	102	-5	?	-3
O=C(O)Cn1c(=S)sc2ccccc21	106	15	14	-34	-1	-4	-10	104	-1	119	1
COc1ccc(NC(=O)CSc2ccccc2)cc1S(=O)(=O)N1CCCCC1	98	8	-3	-28	-2	0	-3	102	-3	98	-4
CCC(=O)c1ccccc1OCC(=O)Nc1c(C)cccc1C	102	11	1	2	-1	-13	-5	107	-5	105	0
Cn1c(=S)n(C)c2ccccc21	105	17	0	-23	0	-1	0	96	0	116	0
CCCCC1NC(=S)N(C2CCCCC2)C1=O (stereo not drawn)	103	9	-2	-41	-4	-3	-8	100	-7	101	-3
Cn1c(=O)c2c(nc(CN3CCN(Cc4ccccc4)CC3)n2Cc2ccccc2)n(C)c1=O	103	22	0	-12	2	-9	-4	102	-5	106	-2
CNC(=O)c1csc(-c2cccs2)n1	98	11	0	-6	0	-7	-3	103	-1	96	1
Oc1ccc(N=Cc2ccc(O)c(O)c2)cc1	59	6	9	-13	4	6	9	61	10	49*	7
Cc1cc(C)c2nc(N3CCC(C(=O)NCc4ccccn4)CC3)sc2c1	95	12	1	-8	2	-2	0	100	0	88	0
CC1=C(C(N)=O)C(c2ccccn2)n2nc(SCc3ccccc3Cl)nc2N1 (stereo not drawn)	102	20	0	-10	-3	-1	-3	102	-2	107	-2
O=C(Nc1ccccc1Cl)c1ccccc1Cl	104	11	-3	-23	0	-2	0	102	-1	109	0
COc1ccc2nc(N/C(N)=N/C(=S)Nc3ccc(C)c(C)c3)nc(C)c2c1	101	11	1	-23	-2	-3	1	102	0	101	0
CC/C(=N\NC(=S)NC(C)C)c1ccc(OC)c(OC)c1	95	12	0	-38	0	0	-5	96	0	98	-2
O=C(NCCc1ccc(F)cc1)c1cccs1	98	20	-3	2	-6	-2	-6	95	-7	101	-4
CNc1nc(-c2ccccc2)nnc1C(F)(F)F	100	35	-1	10	0	-18	-8	101	-5	103	-4
CCN(CC)CC(=O)Nc1c(Br)ccc2c1OCO2	101	48	-4	23	0	-12	-11	101	-12	101	-7
CCN1CCN(C(=O)CCNC(=O)Cn2ccc3ccccc3c2=O)CC1	109	9	0	-8	0	-1	2	99	0	96	-2
COc1ccc(CNC(=O)Nc2cccs2)cc1OC	101	15	0	-16	0	2	-3	101	1	100	-3
COCCCNC(=S)NCCNc1nc2c(C)c(C)ccc2cc1C#N	102	13	-2	-51	0	-4	-5	103	0	99	0
O=C(c1ccccc1)N1CCn2c1nc1ccccc12	98	10	0	-36	-1	-5	-3	97	-2	95	-5
CC1(/[N+]([O-])=C/c2ccccc2F)CCCCC1=O (stereo not drawn)	100	13	-3	-1	0	-5	-5	99	-7	98	-4
O=C(O)c1cccc(N/N=C/c2ccc(F)c(F)c2)c1	102	14	5	-30	-3	-6	-2	100	-1	?	1
Clc1ccccc1-c1nn2c(COc3ccccc3)nnc2s1	101	16	-6	-21	-4	3	-9	99	0	103	0
CCCOc1ccc(Cn2ccnc2)cc1[N+](=O)[O-]	98	7	-1	-7	-1	-5	-1	102	-1	95	-5
N#Cc1c(-c2ccc3c(c2)OCO3)ccn2nc(-c3cccc(C(F)(F)F)c3)nc12	99	13	0	15	1	3	-4	102	2	96	0
CCNC(=O)c1oc2c(c1C)C(=O)CC(C)(C)C2	99	11	-1	-12	-2	-11	-5	104	-6	100	-3
COc1ccc(OC)c(NC(=O)C2=C(C)NC(=O)NC2c2cccs2)c1 (stereo not drawn)	104	8	0	-20	-2	-6	-4	106	-1	106	-5
O=C(NCSC1=NCCS1)c1ccccc1	102	48	-19	-30	-1	-9	-8	102	-8	102	-4

(cont.)
SMILES	RGS4-Gao reg	GSH bead fluor	Mcl-1 Bim block	Mcl1-Bid inh	Bim-Bcl-W	Bfl-1 Bim block	Bim-Bcl-B	RGS8-Gao	Bim-Bcl-2	RGS7-Gao	Bim-Bcl-XL
Cc1ccc(CNC(=O)c2cnc(-c3ccccn3)nc2C(F)(F)F)cc1	105	276*	-7	-6	0	-10	-4	102	-7	102	-48
Nc1ccccc1SCC(=O)N1CCc2ccccc21	72	8	-1	-42	0	0	0	105	0	97	-3
COc1cc(C(=O)OCCN2CCCCC2)ccc1O	100	13	-5	-67	-1	-1	-4	100	-4	96	1
CCOC(=O)C(=O)Nc1cc(C(=O)OC)cc(C(=O)OC)c1	100	15	2	-2	2	0	-2	99	1	?	0
CS(=O)(=O)Nc1cccc2cccnc12	87	9	0	-124	-3	-1	0	97	-2	91	0
CCCC1(C(=O)OC)NC(c2cc(OC)c(OC)c(OC)c2)C2C(=O)N(CC)C(=O)C21 (stereo not drawn)	101	22	0	-1	-1	0	-2	100	1	101	1
COC(=O)c1ccc(OCC2c3cc(OC)c(OC)cc3CCN2C(=O)c2ccco2)cc1 (stereo not drawn)	97	31	1	-22	1	0	-4	101	0	98	0
COc1ccc2c(c1)C=C([C@@H]1C[C@H]3CN(c4ccccc4)C(=O)[C@]34CCCN14)CO2	102	19	-7	-18	-7	4	-7	102	-2	102	-9

Laid out differently: five of the compounds above
Each structure is followed by: RGS4-Gao reg	GSH bead fluor	Mcl-1 Bim block	Mcl1-Bid inh	Bim-Bcl-W	Bfl-1 Bim block	Bim-Bcl-B	RGS8-Gao	Bim-Bcl-2	RGS7-Gao	Bim-Bcl-XL
CCOC(=O)C(=O)Nc1cc(C(=O)OC)cc(C(=O)OC)c1
  100	15	2	-2	2	0	-2	99	1	?	0
CS(=O)(=O)Nc1cccc2cccnc12
  87	9	0	-124	-3	-1	0	97	-2	91	0
CCCC1(C(=O)OC)NC(c2cc(OC)c(OC)c(OC)c2)C2C(=O)N(CC)C(=O)C21 (stereo not drawn)
  101	22	0	-1	-1	0	-2	100	1	101	1
COC(=O)c1ccc(OCC2c3cc(OC)c(OC)cc3CCN2C(=O)c2ccco2)cc1 (stereo not drawn)
  97	31	1	-22	1	0	-4	101	0	98	0
COc1ccc2c(c1)C=C([C@@H]1C[C@H]3CN(c4ccccc4)C(=O)[C@]34CCCN14)CO2
  102	19	-7	-18	-7	4	-7	102	-2	102	-9
